697 NFkB inh = inhibitors of PMA/ionomycin-induced NF-kB reporter, 697 cells, primary screen, B-cell NF-kB inhibitor project, cell-based, luminescence, uHTS. 697 B-cell NF-kB luciferase reporter, 16 h. 330,000 tested, 0.33% active. inhibition, % at 4 µM. AID 435022, 2010; in the data active = inhibition above about 35%
Mdm2-MdmX inh = inhibitors of human Mdm2-MdmX association, primary screen, cell-based, luminescence, split luciferase, SaOS-2, uHTS; Protein Mdm4 (Homo sapiens) + E3 ubiquitin-protein ligase Mdm2 (Homo sapiens), …; SaOS-2 split-luciferase Mdm2/MdmX complementation; inhibition, % at 8 µM; 330,000 tested, 3% active; AID 485346, 2010;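 active = inhibition of at least 50% at 8 µM in the primary screen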
Target sequence (O15151 whole entry, looked up): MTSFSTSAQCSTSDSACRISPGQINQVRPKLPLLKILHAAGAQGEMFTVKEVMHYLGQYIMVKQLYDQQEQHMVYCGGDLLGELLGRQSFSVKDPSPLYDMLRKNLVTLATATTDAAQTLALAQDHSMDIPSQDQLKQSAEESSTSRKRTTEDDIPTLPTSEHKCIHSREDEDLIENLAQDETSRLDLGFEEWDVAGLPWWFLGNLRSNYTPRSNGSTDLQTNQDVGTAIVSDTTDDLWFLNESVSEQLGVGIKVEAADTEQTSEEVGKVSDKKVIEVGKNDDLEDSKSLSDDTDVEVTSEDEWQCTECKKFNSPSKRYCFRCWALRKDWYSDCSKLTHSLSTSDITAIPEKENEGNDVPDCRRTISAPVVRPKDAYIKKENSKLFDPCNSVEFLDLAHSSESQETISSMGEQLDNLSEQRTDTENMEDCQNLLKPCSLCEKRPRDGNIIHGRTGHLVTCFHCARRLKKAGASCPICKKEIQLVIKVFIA
Target sequence (Q00987 whole entry, looked up): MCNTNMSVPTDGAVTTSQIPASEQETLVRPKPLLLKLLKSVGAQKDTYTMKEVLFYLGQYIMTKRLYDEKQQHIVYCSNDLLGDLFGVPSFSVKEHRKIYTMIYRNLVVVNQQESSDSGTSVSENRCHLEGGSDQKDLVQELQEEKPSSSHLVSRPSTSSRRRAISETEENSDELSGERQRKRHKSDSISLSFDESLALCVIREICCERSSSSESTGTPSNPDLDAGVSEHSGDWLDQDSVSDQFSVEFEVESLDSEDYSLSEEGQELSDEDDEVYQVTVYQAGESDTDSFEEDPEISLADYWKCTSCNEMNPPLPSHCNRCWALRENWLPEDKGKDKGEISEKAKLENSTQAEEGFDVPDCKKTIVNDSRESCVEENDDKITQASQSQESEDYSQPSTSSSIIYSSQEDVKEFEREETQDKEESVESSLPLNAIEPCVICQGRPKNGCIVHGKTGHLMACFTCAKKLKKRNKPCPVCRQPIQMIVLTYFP
Jurkat NFkB inh = inhibitors of induced NF-kB luciferase reporter, primary screen, TCR NF-kB activation inhibitor project, cell-based, luminescence, uHTS. Jurkat, PMA/ionomycin-induced NF-kB luciferase reporter. inhibition, % at 4 µM. 330,000 tested, 0.53% active; in the data active = inhibition above about 50%
tim10-1 inh = growth inhibitors of tim10-1 mutant yeast, primary screen, luminescence, uHTS; 330,000 tested, 2.2% active; AID 463190, 2010; S. cerevisiae tim10-1 ts strain growth, BacTiter-Glo, 24 h; inhibition, % at 20 µM;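 active = inhibition of at least 40%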;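 also: mutant grown at 25 °C; 0% = DMSO wells with yeast and 100% = wells holding no yeast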
tim23-1 inh = growth inhibitors of tim23-1 mutant yeast, primary screen, luminescence, uHTS; S. cerevisiae tim23-1 growth, BacTiter-Glo luminescence, 24 h; inhibition, % at 20 µM; 330,000 tested, 1.3% active; AID 463212, 2010;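 active = growth inhibition of the mutant yeast at or above 50%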;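 also: temperature-sensitive mutant grown at 25 °C; plate controls were DMSO-treated mutant yeast for no effect and medium wells lacking yeast for full effect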
TIM10 inh = growth inhibitors of isogenic TIM10 control yeast, primary screen, counter-screen for tim10-1 yeast inhibitor project, luminescence, uHTS | 330,000 tested, 1.4% active | inhibition, % at 10 µM | S. cerevisiae TIM10 strain growth, BacTiter-Glo luminescence, 24 h | AID 463195, 2010;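 active = inhibition of 40% or more at the single tested concentration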;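 also: wild-type TIM10 isogenic control strain grown at permissive 25 °C; 0% = DMSO yeast wells and 100% = minimal medium wells without yeast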
UPR XBP1 act = activators of adaptive XBP1 UPR arm, primary screen, cell-based, CHO-XBP1 luciferase reporter, luminescence, uHTS | AID 463104, 2010 | IRE1-XBP1 UPR activation; percent of tunicamycin response, DMSO as zero | 330,000 tested, 0.33% active | activation, % at 20 µM;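 active = versus positive control, 20 µM dose yields 30% or more activation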;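 also: 100% = tunicamycin at 10 µg/mL and 0% = DMSO only wells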
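Material: IRE1-XBP1 luciferase reporter CHO line / Quantity: one thousand reporter cells per well / Buffer or medium: F12 with 10% serum / Compound: 20 µM single concentration, DMSO 1% / Times: 6 h treatment, 37 °C / Detection: Steady-Glo luciferase glow luminescence, 10 min after reagent addition / Benchmarks: tunicamycin high, DMSO low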
CHOP UPR activ = activators of apoptotic CHOP UPR arm, primary screen, cell-based, CHO-CHOP luciferase reporter, luminescence, uHTS; UPR activation; percent of tunicamycin response over DMSO baseline; activation, % at 10 µM; 330,000 tested, 0.34% active; AID 449763, 2010;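 active = at 10 µM dose, activation of 40% or more, normalized to positive control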;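 also: 100% = tunicamycin at 10 µg/mL and 0% = DMSO alone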
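Test system: CHO CHOP reporter cells. Input: 500 CHO-CHOP cells per well. Medium: F12 with 10% FBS. Technique: luciferase luminescence. Measure: percent activation relative to tunicamycin control. Dosing: 10 µM compound, 0.5% DMSO. Timing: 16-18 h cell attachment, then 6 h compound exposure, 37 °C.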
* = called active by the depositor; & = joins results of further samples.

SMILES | 697 NFkB inh | Mdm2-MdmX inh | Jurkat NFkB inh | tim10-1 inh | tim23-1 inh | TIM10 inh | UPR XBP1 act | CHOP UPR activ
COc1ccc(OC(=O)c2cc(S(=O)(=O)N3CCCC3)ccc2Cl)cc1 | 3 | 13 | 5 | 16 | 37 | 34 | -1 | -1.7
CC(OC(=O)c1ccc([N+](=O)[O-])o1)C(=O)NC1CCCCC1C (stereo not drawn) | 26 | 29 | -7 | -85 | 7 | -184 | -4 | 4.0
COc1cc(-c2[nH]ncc2CN2CCN(c3cccc(C)n3)CC2)cc(OC)c1OC | -2 | 15 | 11 | 11 | 2 | -3 | -4 | 0.3
O=[n+]1c2c(n([O-])c3c1CCCC3)CCCC2 | 12 | 3 | 3 | 5 | 9 | 1 | -2 | 1.1
CC(C)CC(=O)C(=O)O | 17&3 | 10&-37 | -2&-12 | 8&-2 | -5&-2 | 7&6 | -9&-4 | -1.2&-1.3
CC(C)(C)NC(=O)Cn1c(=O)oc2cc(S(=O)(=O)N3CCc4ccccc43)ccc21 | -2 | -9 | 5 | 8 | -13 | 3 | 0 | -0.3
COc1cc(/C=N/n2cnnc2)ccc1OCc1ccc(C)cc1 | -31 | -90 | -119 | 25 | 19 | 17 | 0 | 4.2
Cc1cc(/C=C2/NC(=O)NC2=O)c(C)n1-c1ccc(N2CCOCC2)cc1 | -3 | -2 | -11 | 4 | 6 | -4 | -3 | -1.8
COc1cc(C=Nc2cccc(C)c2)c(O)c([N+](=O)[O-])c1 | 4 | -10 | 0 | 10 | 36 | 23 | 1 | -1.3
Cc1cc(C)cc(N)c1 | 23 | 23 | -6 | -3 | 5 | -4 | -3 | 0.5
O=C(O)/C(=C/c1ccco1)NC(=O)c1ccccc1 | 9 | 14 | 12 | -7 | 6 | 5 | 1 | -0.1
Cc1nn(CC(=O)Nc2ccc(Cl)cc2Cl)c(=O)c2ccccc12 | -14 | 4 | 16 | -6 | 11 | -9 | -4 | -1.6
O=C(NC(=O)c1c(F)cccc1F)O/N=C1\CCCc2occc21 | -7 | -6 | -3 | -5 | -19 | -2 | -2 | 0.5
N#Cc1c2ncn(CC(=O)c3ccc(Br)cc3)c(=O)c2c2n1CCC2 | 5 | 13 | 3 | -5 | 8 | -1 | 6 | -1.2
CCOC(=O)c1c(-c2ccc(C)o2)csc1NC(=S)NC(=O)c1ccccc1Br | 5 | 36 | 4 | 20 | 11 | 19 | 1 | -0.8
CC(=O)Nc1ccc(S(=O)(=O)NCCc2ccc(S(N)(=O)=O)cc2)cc1 | -5 | -19 | -18 | 4 | 4 | -10 | -1 | 1.2
OC(COc1ccccc1)CN1CCOCC1 (stereo not drawn) | -10 | 1 | -8 | -20 | -6 | -10 | 0 | -1.6
Cc1ccc(F)cc1NC(=O)CCOc1ccccc1 | 8 | 16 | 2 | 3 | 21 | 17 | 0 | 0.7
O=C(c1ccncc1)N1CCN(S(=O)(=O)c2cccc(F)c2)CC1 | 8 | 13 | 1 | 11 | 17 | 6 | -3 | -0.3
CC(NC(=O)Cn1cnc([N+](=O)[O-])n1)c1ccccc1 (stereo not drawn) | 17 | -2 | 3 | 9 | 7 | 1 | -2 | 1.8

Part of the list above, reduced to Jurkat NFkB inh and tim23-1 inh.
molecule | Jurkat NFkB inh | tim23-1 inh
O=C(c1ccncc1)N1CCN(S(=O)(=O)c2cccc(F)c2)CC1 | 1 | 17
CC(NC(=O)Cn1cnc([N+](=O)[O-])n1)c1ccccc1 (stereo not drawn) | 3 | 7

Structures above that contain four or more nitrogen atoms, in the order listed:
SMILES | 697 NFkB inh | Mdm2-MdmX inh | Jurkat NFkB inh | tim10-1 inh | tim23-1 inh | TIM10 inh | UPR XBP1 act | CHOP UPR activ
COc1cc(-c2[nH]ncc2CN2CCN(c3cccc(C)n3)CC2)cc(OC)c1OC | -2 | 15 | 11 | 11 | 2 | -3 | -4 | 0.3
COc1cc(/C=N/n2cnnc2)ccc1OCc1ccc(C)cc1 | -31 | -90 | -119 | 25 | 19 | 17 | 0 | 4.2
Cc1cc(/C=C2/NC(=O)NC2=O)c(C)n1-c1ccc(N2CCOCC2)cc1 | -3 | -2 | -11 | 4 | 6 | -4 | -3 | -1.8
N#Cc1c2ncn(CC(=O)c3ccc(Br)cc3)c(=O)c2c2n1CCC2 | 5 | 13 | 3 | -5 | 8 | -1 | 6 | -1.2
CC(NC(=O)Cn1cnc([N+](=O)[O-])n1)c1ccccc1 (stereo not drawn) | 17 | -2 | 3 | 9 | 7 | 1 | -2 | 1.8

The listing continues.
SMILES | 697 NFkB inh | Mdm2-MdmX inh | Jurkat NFkB inh | tim10-1 inh | tim23-1 inh | TIM10 inh | UPR XBP1 act | CHOP UPR activ
CCn1c(SCC(=O)Nc2nnc(C)s2)nnc1C(C)NC(=O)c1ccccc1 (stereo not drawn) | 28 | 4 | 2 | 11 | 5 | -10 | -2 | -0.7
Cc1cccc(-n2c(SCC(N)=O)nnc2-c2ccco2)c1 | 6 | -2 | 20 | 11 | 15 | -2 | -2 | 2.8
O=C(COC(=O)c1c2c(nc3ccccc13)CCCCC2)NCc1ccc2c(c1)OCO2 | -7 | 2 | -4 | 32 | 31 | 36 | -2 | 0.2
Cc1sc2nc(-c3ccco3)oc(=O)c2c1C | 6 | 11 | 5 | 42* | 36 | 21 | -1 | -0.1
Cc1cccc(NC(NC(=O)c2ccccn2)C(Cl)(Cl)Cl)c1 (stereo not drawn) | -12 | -3 | -3 | 36 | 16 | -9 | -4 | 0.7
Cc1ccc(C(=O)O/N=C(\N)Cc2cccs2)c(Cl)c1 | -253 | 100* | -153 | 69* | 91* | 85* | -1 | 2.5
CC1SC(C)C(=O)N(CC(=O)NCc2ccc(F)cc2)C1=O (stereo not drawn) | 1 | 0 | 2 | 6 | 6 | 6 | -1 | -0.8
Cc1cc(C)n(-c2nc3ccccc3c(=O)n2OCc2ccc(Cl)cc2)n1 | -9 | 16 | 6 | 29 | 52* | 15 | 1 | 2.1
Cc1cc(Cl)ccc1C(=O)C1CCCN(C(=O)c2snnc2C)C1 (stereo not drawn) | 23 | 0 | -10 | -54 | -157 | -47 | -3 | -1.4
CCc1ccc(C(=O)COC(=O)c2cccnc2Cl)cc1 | 5 | 8 | -12 | -4 | 9 | -12 | 1 | 2.3
CCOC(=O)CNC(=O)CSc1nc(-c2ccccc2)ns1 | 12 | 14 | 7 | 26 | 2 | -2 | 6 | 0.6
O=c1[nH][nH]c2ccccc2c1=O | -11 | -18 | -16 | 10 | 0 | -13 | -1 | -2.4
CCOC(=O)c1sc(N2C(=O)C(O)=C(C(=O)c3ccco3)C2c2cccc(Cl)c2)nc1C (stereo not drawn) | -86 | -8 | -53 | 11 | 19 | -15 | -1 | 2.2
COc1ccc(CC(C)N2CCN(c3cccc(C(F)(F)F)c3)CC2)cc1OC (stereo not drawn) | -9 | -1 | 0 | -2 | 3 | 4 | -4 | -2.1
Cc1ccc2oc(-c3cccc(NC(=S)NC(=O)/C=C/c4ccco4)c3)nc2c1 | -97 | 44 | -4 | 16 | 21 | 14 | -3 | 0.8
COc1cccc(C2N(c3cccc(Cl)c3)C(=O)C3CCCN32)c1OC (stereo not drawn) | 21 | 15 | 5 | 1 | 19 | 3 | -1 | -1.5
COc1cccc(N2CC(C(=O)Nc3nnc(SCC(=O)NCC4CCCO4)s3)CC2=O)c1 (stereo not drawn) | 14 | -18 | 1 | 1 | 0 | 11 | -4 | 2.6
C=CCOc1ccc(/C=C/C(=O)OCC(=O)NC2CCCCCCC2)cc1 | -43 | -7 | 7 | -3 | 10 | 8 | -2 | -2.1
COc1ccc(Cn2c(CCC(=O)Nc3ccc(CC#N)cc3)nc3cccnc32)cc1 | 10 | 3 | -4 | 7 | 0 | 6 | 1 | 0.7
CCOC(=O)c1c(C)[nH]c(NC(=O)Nc2ccc(NC(C)=O)cc2)c1C | -3 | 10 | 4 | 9 | -5 | 1 | -5 | 5.1
CCOC(=O)C1CCCN(C(=O)COC(=O)C2=COCCO2)C1 (stereo not drawn) | 11 | -3 | 11 | -18 | -2 | -5 | 3 | 0.6
CCOC(=O)c1c(N)nn(C(=O)C(C)C)c1-c1ccccc1 | 5 | 10 | 11 | 6 | 12 | 19 | -1 | -1.0
Cc1ccc(-n2c(C)nc3oc4ccccc4c(=O)c3c2=O)cc1 | -47 | -139 | -85 | -12 | 1 | -16 | 1 | 4.0
O=C(CC(=O)NC1CCCCC1)N/N=C/c1cccc2ccccc12 | -1 | 16 | -6 | -2 | -6 | 3 | -2 | -2.1
CCOC(=O)c1c(NC(=O)C2COc3ccccc3O2)sc(C)c1C (stereo not drawn) | -50 | -36 | -3 | 21 | 13 | 4 | 0 | -1.4
Cc1cnc(C(=O)Nc2ccccc2C(=O)N2CCOCC2)cn1 | -12 | 8 | -11 | 15 | 8 | 8 | 0 | 2.3
CCc1ccc2c(c1)c1nnc(NN)nc1n2CC | -8 | 32 | 22 | 19 | 28 | 3 | 3 | 2.9
Cc1cc2nc(SCCN3CCOCC3)[nH]c2cc1C | -51 | -26 | -51 | 2 | 2 | -10 | 3 | 0.1
COC(=O)C1(C)NC(c2ccccc2F)C2C(=O)N(c3ccccc3)C(=O)C21 (stereo not drawn) | 18 | -5 | 5 | 0 | 2 | 6 | -2 | -0.1
COC(=O)c1cccc(NC(=S)NCCC2=CCCCC2)c1 | -18 | 22 | 5 | 33 | 31 | 27 | 1 | -0.7
Cc1cc(C)c2c(=O)n(CC(=O)Nc3cccc(Cl)c3C)sc2n1 | 11 | 2 | 1 | -8 | 13 | 31 | -1 | 1.2
CC(C)c1cccc(O)c(=O)c1 | 5 | 86* | -1 | 27 | 14 | 7 | 4 | 0.2
CCN(C#N)c1nc(N(C)C)nc(N(C)C)n1 | 24 | 28 | -5 | 10 | 15 | 6 | 0 | 0.7
O=C(O)CSc1c[nH]c2ccccc12 | 9 | -7 | -4 | 3 | 13 | 10 | -2 | -2.4
CCCOc1ccc(C2/C(=C(/O)c3ccccc3)C(=O)C(=O)N2CCCN(C)C)cc1OC (stereo not drawn) | -22 | 8 | -15 | 8 | -3 | 15 | -1 | 0.1
COc1ccc(S(=O)(=O)N(NC2=NS(=O)(=O)c3ccccc32)C(=O)C(C)C)cc1 | 7 | 13 | 3 | 5 | -2 | 4 | -1 | -2.3
Cc1ccsc1/C=N/Nc1ccc(Cl)nn1 | -16 | -11 | -32 | -7 | -7 | 1 | 5 | 1.8
CC(C)c1ccc(N2C(=O)C3C4C=CC(CC4)C3C2=O)cc1 (stereo not drawn) | -41 | -5 | 0 | 18 | 27 | 1 | -2 | 4.4
O=[N+]([O-])c1ccc2oc(-c3ccccc3)nc2c1 | -102 | -86 | -88 | 5 | 23 | -3 | 0 | 3.1
CCN(CC(=O)NCc1ccc(Cl)cc1)C(=O)c1cc(S(=O)(=O)NCc2ccccc2)ccc1C | -1 | 19 | -11 | 5 | 4 | 4 | -9 | -0.6
COc1cccc(N2CCN(c3ccc4nnc(CCC(=O)Nc5ccc(C)cn5)n4n3)CC2)c1 | -14 | 1 | 0 | 20 | 7 | -6 | -4 | 2.4
Nc1ccn(Cc2cccc(F)c2)n1 | 4 | 6 | 3 | -7 | 4 | 11 | 2 | -0.8
CC(C)C(NS(=O)(=O)c1ccc2c(c1)oc(=O)n2C)C(=O)N1CCN(Cc2ccccc2)CC1 (stereo not drawn) | 8 | 23 | -7 | 9 | 13 | 7 | -3 | 1.4
